DAGLB inh: blocks human DAGLB lipase activity; actives 0.059% (n = 340,000); HEK293T DAGLB membrane lysate, EnzChek fluorogenic substrate; inhibition, % at 5.17 µM; Q8NCG7; in the data active means inhibition above about 34%;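 further: 0% = enzyme with vehicle and 100% = wells lacking enzyme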
Target sequence (Q8NCG7 whole entry, looked up): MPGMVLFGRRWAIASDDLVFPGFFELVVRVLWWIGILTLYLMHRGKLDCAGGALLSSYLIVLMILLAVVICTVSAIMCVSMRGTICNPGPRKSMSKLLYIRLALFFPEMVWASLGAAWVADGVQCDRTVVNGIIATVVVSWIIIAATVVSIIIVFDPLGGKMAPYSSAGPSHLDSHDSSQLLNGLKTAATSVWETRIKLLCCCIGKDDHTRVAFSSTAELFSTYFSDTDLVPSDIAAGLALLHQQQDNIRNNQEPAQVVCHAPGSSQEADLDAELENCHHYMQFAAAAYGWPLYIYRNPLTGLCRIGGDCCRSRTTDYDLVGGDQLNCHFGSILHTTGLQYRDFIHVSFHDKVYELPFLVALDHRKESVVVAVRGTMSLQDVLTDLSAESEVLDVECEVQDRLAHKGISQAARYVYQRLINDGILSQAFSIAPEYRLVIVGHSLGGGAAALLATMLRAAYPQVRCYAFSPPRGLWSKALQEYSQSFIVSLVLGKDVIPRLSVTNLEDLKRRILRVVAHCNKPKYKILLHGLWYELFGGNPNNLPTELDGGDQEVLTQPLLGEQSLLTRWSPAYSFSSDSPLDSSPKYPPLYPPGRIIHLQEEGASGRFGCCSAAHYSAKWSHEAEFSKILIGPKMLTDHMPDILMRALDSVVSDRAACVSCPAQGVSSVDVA
CAL PDZ FP-1: human CAL PDZ-peptide interaction inhibition | purified CAL PDZ, TMR-peptide fluorescence polarization, 1 h | actives 0.02% (n = 330,000) | Q9HD26 | inhibition, % at 20 µM | AID 504414;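 active means highest replicate inhibition of at least 40%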;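 further: plate controls were DMSO neutral control wells for no effect and unlabeled competitor peptide control wells for full effect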
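Read-out basis: mP drop reported as inhibition | Assay system: Tagged CAL PDZ protein CerCALP, purified | Benchmarks: Unlabelled peptide for full inhibition, DMSO wells as neutral | Schedule: 1 h incubation at room temperature before polarization reading | Buffer or medium: Sodium phosphate/NaCl buffer pH 7.4 with TCEP, IgG, Thesit | Doses: Single point, 20 µM | Measured by: Fluorescence polarization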
Cardiac RTF inh: cardiac RTF calcium desensitization; actives 0.12% (n = 340,000); P19429+P45379; inhibition, % at 7.15 µM; IANBD-labeled cardiac RTF, Ca2+ fluorescence;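 active means inhibition above the mean inhibition of all tested compounds plus 3 SD, cut at about 17% in these data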;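 further: assay run at fixed EC70 calcium of 1.6 mM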
V-ATPase pHluor: regulators of yeast V-ATPase proton transport; S. cerevisiae, pHLuorin cytosolic pH fluorescence; response, % at 10 µM; actives 0.37% (n = 350,000); AID 504577; in the data active means response mostly above about 7.3%, no sharp cut-off; inactive means mostly below about 5.4%; further: actives read high; inactives centre near 0; some compounds called inactive have numbers as strong as hits
Keap1-Nrf2 PPI: disrupts human Keap1 binding to Nrf2 peptide; Q14145; Keap1 Kelch-Nrf2 peptide fluorescence polarization, 1536-well; inhibition, % at 9.4 µM; actives 0.15% (n = 340,000); in the data active means inhibition above about 12%;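 further: human Keap1 Kelch domain with fluorescein labeled Nrf2 9mer peptide probe; 0% = neutral control wells and 100% = peptide positive control; higher means more block of Keap1 binding to Nrf2 peptide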
NSD2 HMT inh: NSD2 (human) methyltransferase inhibition | O96028 | actives 0.54% (n = 310,000) | AID 743445 | inhibition, % at 12.5 µM | NSD2 peptide methylation, AlphaScreen, 120 min; in the data active means inhibition above about 50%
Pemphigus Ab inh: human desmoglein-3 autoantibody binding inhibition | DSG3-coupled beads, scFv-anti-DSG3-GFP binding, flow cytometry; active compounds read low | P32926 | actives 0.48% (n = 310,000) | binding (percent of control), % at 10 µM;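 active means binding more than 3 SD below its plate's average and above zero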;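 further: hits lower antibody fragment binding to DSG3; some compounds called inactive have numbers as strong as hits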
Arr AP2 block: human beta-arrestin and AP2 interaction inhibition; FITC-arrestin peptide / GST-AP2 beads, flow cytometry; AP2 beta2 appendage carries R879A mutation; inhibition, % at 10 µM; actives 0.31% (n = 340,000); AID 504490;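 active means inhibition above a set limit, near 3 SD of compounds lacking own fluorescence, cut at about 54% in these data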;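 further: plate controls were DMSO wells for no effect and 5 µM unlabelled arrestin peptide for full effect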
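Material – GST-tagged AP2 beta2-adaptin appendage (R879A) on 4 µm glutathione beads · Probe or stimulus – fluorescein-tagged arrestin peptide at 50 nM final · Timing – 12 min plus 1 h, RT · Detection – bead flow cytometry, FITC channel · Read-out basis – inhibition as reduced fluorescein signal on beads, percent · Medium – PBS plus Tween 20 (0.05%) and BSA (0.1%)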
C-LANA FP: KSHV C-LANA DNA binding inhibition; actives 0.078% (n = 340,000); MBP-C-LANA/FAM-LBS DNA binding, fluorescence polarization; AID 504423; inhibition, % at 9 µM;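 active means highest replicate inhibition at or above 60% at 9 µM, even if other replicates fall short; inactive means all replicates below 60% inhibition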;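 further: 0% = neutral control wells and 100% = 4 µM acridine orange control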
CAL PDZ FP-2: CAL PDZ (human) peptide binding inhibition | purified CAL PDZ, TMR-peptide fluorescence polarization, 1 h | Q9HD26 | actives 0.92% (n = 300,000) | inhibition, % at 24.9 µM | AID 602252;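 active means mean inhibition of at least 30% with at least half of replicates also reaching 30%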;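 further: 0% = DMSO neutral control and 100% = excess unlabeled competitor peptide PRC23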
Starred values were filed as active, the others as inactive; . = not tested or not shown.

SMILES	DAGLB inh	CAL PDZ FP-1	Cardiac RTF inh	V-ATPase pHluor	Keap1-Nrf2 PPI	NSD2 HMT inh	Pemphigus Ab inh	Arr AP2 block	C-LANA FP	CAL PDZ FP-2
O=C(CSc1nnc(Cc2cccs2)n1-c1ccccc1)NCc1ccc2c(c1)OCO2	1	-1.4	-4	11	-5	.	111	-5	0.4	9
COCCn1c(=O)c2c(nc3n2CCCN3Cc2ccccc2)n(C)c1=O	1	-0.4	-10	1	3	-2	93	1	-1.6	-1
CC(=O)Nc1ccc(/C=C(\C#N)S(=O)(=O)c2ccc(C)cc2)cc1	0	-0.2	-4	1	-3	0	99	10	1.9	.
CCn1c(SCC(=O)NCc2ccc3c(c2)OCO3)nnc1-c1ccco1	-3	-1.8	-22	-2	1	0	103	3	0.6	-3
O=C(Cc1cccc(NC(=O)C2CCCN(C(=O)C3CCC3)C2)c1)Nc1cccc(C(=O)N2CCOCC2)c1 (stereo not given)	-1	0.0	-7	1	1	.	98	12	-0.3	4
Cc1ccc(NC(=O)CNC(=O)C23CC4CC(CC(C4)C2)C3)nc1	-2	.	.	1	.	2	102	.	.	.
COc1cccc(C(=O)N(c2ccccc2)C2C=CS(=O)(=O)C2)c1 (stereo not given)	1	-0.4	5	2	-1	-5	84	5	-0.8	-3
CCC(=O)n1nc(-c2ccc(OC)cc2)nc1N	-3	-1.5	2	-7	-1	-1	96	9	0.1	-1
CSCC[C@H](NC(=O)N1CCn2c1nc1ccccc12)C(=O)N[C@@H](C(=O)O)c1ccccc1	3	0.8	7	-1	-4	.	110	17	1.4	-4
COc1ccc(Cl)cc1-c1nc(-c2ccncc2)no1	-10	-1.2	-9	-2	-2	.	110	3	2.4	0
COc1ccc(NC(=O)CSCC(=O)Nc2ccc(S(=O)(=O)N3CCCC3)cc2)cc1	-1	-2.6	-10	-3	-1	10	102	-10	-3.2	6
COc1cccc(C(=O)Nc2nc3c(s2)CN(C)CC3)c1	-3	-0.9	-3	2	-2	3	114	17	-2.1	-8
CCC(=O)NC(=S)Nc1ccc2oc(-c3ccc(OC)cc3)nc2c1	-1	-2.0	-1	-1	1	-3	97	33	-0.3	1
COc1ccc(CCNC(=O)CSc2nc3[nH]c(=O)cc(O)c3s2)cc1	3	0.2	3	-2	-3	1	.	1	1.2	-8
COc1ccccc1OCCCOc1ccc(C)cc1Br	-14	-0.7	-7	-4	1	-3	.	3	2.2	-1
CC(C)(C)C1(C)OC(=O)C(=Cc2ccc(OCC(=O)Nc3ccccc3)cc2)C(=O)O1 (stereo not given)	2	-0.5	11	0	-11	21	104	5	1.3	-4
Cc1c(NC(=O)c2cccc(NC(=O)COc3ccccc3)c2)c(=O)n(-c2ccccc2)n1C	0	-3.7	7	-2	0	-2	113	10	-1.5	-17
Cc1ccccc1C(=O)N1CCC(C(=O)O)CC1	-6	0.7	-10	5	-1	-1	102	5	0.1	-8
Cc1ccc2c(c1)N(C(=O)CCC(=O)NCc1cccnc1)CC(C)O2 (stereo not given)	2	-0.3	-1	3	-7	.	104	-1	-0.2	.
CCOC(=O)c1cn(Cc2ccc(Cl)cc2Cl)c2cc(C)nn2c1=O	-2	-1.2	-4	-1	-4	-1	103	3	0.0	.
COc1ccc(C(C(=O)NC2CCCC2)N(C(=O)c2ccoc2C)c2ccc(C)cc2)cc1 (stereo not given)	-3	-2.6	-4	3	-1	0	97	5	-2.7	-4
CC(=O)Nc1sc2c(c1-c1nc3ccccc3s1)CN(C(C)C)CC2	-40	-1.1	-2	0	-8	.	111	6	10	-4
Cc1cc(N2CCCC2=O)cc(C)c1S(=O)(=O)Nc1c(C)nn(C)c1C	-1	-0.4	-1	-1	-3	5	102	-6	0.9	-5
O=C(CCC(=O)Nc1ccc(Cl)cc1Cl)NNC(=O)[C@@H]1CCCC[C@@H]1C(=O)O	0	-0.6	-2	-2	-3	-1	100	19	-1.3	-3
CC(CCc1ccccc1)NC(=O)C1CCN(S(=O)(=O)N2CCOCC2)CC1 (stereo not given)	-1	-0.5	-17	-2	3	-1	93	6	-1.0	-5
COc1ccc(-c2cc(CNS(=O)(=O)c3ccc(F)cc3)on2)cc1	-7	0.2	-8	-3	5	-1	105	25	-0.1	-1
O=C(NCc1ccco1)c1ccc(COCC(F)(F)C(F)F)cc1	-2	-1.9	-1	6	-4	-1	128	-8	0.3	1
Oc1ccc(N=Nc2ccc3c(c2)OCCO3)c2ncccc12	20	-0.5	-9	5	-3	8	93	34	0.3	-3
COc1ccc(/C=C2\SC(=S)N(CCCC(=O)Nc3ccc(O)cc3)C2=O)cc1	5	-1.4	-11	-1	-1	29	103	3	-0.1	-5
Cc1cccc(CSc2ncnc3ccccc23)c1	-7	-0.1	0	1	-6	-4	.	26	1.9	-14
O=C(N/N=C/c1nn(-c2ccccc2)cc1-c1ccccc1)c1ccncc1	-3	-4.5	-7	-4	-2	-2	97	-1	0.6	-6
CC(=O)NS(=O)(=O)c1ccc(NC(=O)CCc2ccccc2)cc1	0	-0.9	1	2	3	-3	105	1	-0.5	-4
COCCN(C(=O)Nc1ccccc1)c1ccccc1	-1	-0.4	-1	-7	-4	-1	.	-6	-0.6	.
COc1ccc(C)cc1NC(=O)COC(C)=O	1	-0.9	1	-1	-1	1	105	-4	-0.4	.
CCCCCCSc1ccc([C@@H]2[C@@H]3C(=O)N(CC)C(=O)[C@@H]3[C@]3(C(=O)OC)CCCCN23)cc1	-6	-0.8	-16	0	-9	.	104	1	0.9	1
Cc1nc(CN2CCC(c3ccccc3)CC2)cc(=O)[nH]1	.	0.5	.	2	-7	27	116	1	2.3	2
O=C(CSc1nnc2ncccn12)N1CCCCCC1	-2	-2.2	-8	0	-2	0	.	5	0.6	-3
COc1ccc2c(c1)CCc1c(C(=O)Nc3c(C)nn(Cc4ccccc4)c3C)noc1-2	1	0.1	-11	7	3	-2	62	25	0.8	-5
O=C(COC(=O)c1cc([N+](=O)[O-])ccc1Cl)NC1CCCC1	3	-0.2	-1	5	-3	-6	100	-4	0.0	-9
Nc1cc(C(=O)OCC(=O)NC(c2ccccc2)c2ccccc2)ccc1Cl	2	0.2	-7	-1	3	0	99	-5	1.1	-2
C[C@H](CO)N1C[C@H](C)[C@@H](CN(C)S(=O)(=O)c2cccs2)Oc2ccc(NS(=O)(=O)c3ccc(F)cc3)cc2C1=O	-2	-1.9	-11	0	0	.	104	19	-1.2	-7
O=C(COC(=O)CCC(=O)c1cccs1)Nc1cccc(S(=O)(=O)N2CCOCC2)c1	0	.	5	3	-5	7	88	1	0.8	-1
CC(=O)N1N=C(c2ccccc2O)OC1(C)CC(=O)Nc1ccccc1 (stereo not given)	-2	0.4	2	-2	-2	3	99	6	-2.5	-3
COc1ccc(Sc2ccccc2CN(C)C)cc1OC	-2	0.5	4	-1	-2	16	105	2	-0.7	3
CN(C1CCCCC1)S(=O)(=O)c1ccc(Cl)c(C(=O)O)c1	2	-1.7	2	0	3	1	101	15	0.4	-2
O=C(CN1C(=O)C2CC=CCC2C1=O)NCc1ccc2c(c1)OCO2 (stereo not given)	0	0.1	3	-3	-4	-1	105	15	0.4	-6
O=C(COC(=O)c1ccc(OC(F)F)cc1)NCCC1=CCCCC1	-5	-0.5	3	-5	-4	-1	88	4	-0.7	-3
COc1cccc(NC(=O)COC(=O)c2c(F)cccc2F)c1	-5	-0.3	-3	-2	3	-2	98	2	0.4	-2
O=C1CN(C(=O)NCC(=O)N[C@@H](Cc2ccccc2)C(=O)O)c2ccccc2N1	-1	0.5	-1	4	-2	.	103	20	-0.6	4
COc1cccc(-c2nnc(SCC3CNC(=O)O3)n2-c2ccc(Cl)cc2)c1 (stereo not given)	4	-1.9	-22	-4	0	-2	.	-3	-1.4	-1

Next results
SMILES	DAGLB inh	CAL PDZ FP-1	Cardiac RTF inh	V-ATPase pHluor	Keap1-Nrf2 PPI	NSD2 HMT inh	Pemphigus Ab inh	Arr AP2 block	C-LANA FP	CAL PDZ FP-2
Cc1cc([N+](=O)[O-])ccc1-c1ccc(/C=N/NC(=O)c2ccc(Br)o2)o1	15	-2.9	-30	-1	-4	1	86	51	3.0	-8
Cc1cccc(NC(=O)COC(=O)c2cccc(S(=O)(=O)N3CCCCCC3)c2)c1	-13	-1.1	-6	-1	-3	1	105	-2	1.3	-1
CC(C)C(=O)N1CCN(c2ccc(NC(=O)c3cccs3)cc2)CC1	4	-1.6	-5	2	-7	18	101	-9	1.2	-1
CC(C)CC1NC(=O)N(CC(=O)Nc2cc(S(=O)(=O)N3CCOCC3)ccc2Cl)C1=O (stereo not given)	4	-2.5	-6	-1	-4	0	107	37	1.7	1
CCOC(=O)CN(C(=O)Cn1nnc2ccccc21)C(C(=O)NCCOC)c1ccccc1 (stereo not given)	-3	0.4	0	-1	3	-1	94	-4	0.0	1
Cc1cc(C)c(S(N)(=O)=O)c(C)c1N(C)S(=O)(=O)c1ccc(Cl)cc1	-3	-1.7	3	-1	5	11	.	-13	0.8	-5
CC(=O)Nc1ccc(S(=O)(=O)N2CCC(C(=O)NCc3ccncc3)CC2)cc1	1	-1.5	-7	1	1	-3	96	-1	2.5	-7
C[C@H](NC(=O)c1cc2cc(Cl)ccc2n1C)C(=O)N1CCC(C(=O)O)CC1	-2	-2.0	-6	6	-3	-1	97	42	-1.8	-9
Cc1ccccc1Nc1nc(CSc2nnnn2-c2ccccc2)cs1	1	-0.4	-2	-6	0	0	103	2	0.4	0
CC(C)Oc1ccc(Br)cc1C(=O)N/N=C/c1c[nH]c2ccccc12	0	-4.3	-10	-2	-3	-1	112	5	1.7	-2
O=C(NCC1OCCc2ccccc21)c1ccco1 (stereo not given)	-2	-0.4	0	0	-3	1	113	12	-0.8	.
COc1ccc(/C=N/NC(=O)Nc2cccc3nsnc23)c(OC)c1	-1	-1.0	1	5	-3	1	100	1	-1.6	1
Cc1ccc(C(=O)OCC(=O)NCc2cccs2)cc1C	-6	.	5	1	-4	4	74	13	-0.8	6
COC(=O)c1sccc1NC(=O)Nc1cc(OC)ccc1OC	-1	-1.5	-4	-2	2	13	114	0	0.6	0
O=C(NCCc1c[nH]c2ccccc12)/C(=C\c1cccnc1)NC(=O)c1ccccc1F	0	0.0	-7	2	-1	-1	107	29	-1.5	0
NC(=O)CC(NC(=O)Cc1ccc(Cl)cc1)c1ccc(NCCCN2CCCC2=O)c([N+](=O)[O-])c1 (stereo not given)	1	0.6	4	-9	-4	.	106	0	1.0	2

These rows are one share of the data; count on the stated rates, not on these rows.
